PLC-beta3 inh = inhibitors of human phospholipase C beta3 | inhibition, % at 12.2 µM | Purified PLC-beta3, fluorogenic substrate, fluorescence | Q01970 | actives 0.18% (n = 370,000); in the data active = inhibition above about 11%;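 also: 0% = median of compound wells on plate and 100% = full blocker control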
Target sequence (Q01970 whole entry, looked up): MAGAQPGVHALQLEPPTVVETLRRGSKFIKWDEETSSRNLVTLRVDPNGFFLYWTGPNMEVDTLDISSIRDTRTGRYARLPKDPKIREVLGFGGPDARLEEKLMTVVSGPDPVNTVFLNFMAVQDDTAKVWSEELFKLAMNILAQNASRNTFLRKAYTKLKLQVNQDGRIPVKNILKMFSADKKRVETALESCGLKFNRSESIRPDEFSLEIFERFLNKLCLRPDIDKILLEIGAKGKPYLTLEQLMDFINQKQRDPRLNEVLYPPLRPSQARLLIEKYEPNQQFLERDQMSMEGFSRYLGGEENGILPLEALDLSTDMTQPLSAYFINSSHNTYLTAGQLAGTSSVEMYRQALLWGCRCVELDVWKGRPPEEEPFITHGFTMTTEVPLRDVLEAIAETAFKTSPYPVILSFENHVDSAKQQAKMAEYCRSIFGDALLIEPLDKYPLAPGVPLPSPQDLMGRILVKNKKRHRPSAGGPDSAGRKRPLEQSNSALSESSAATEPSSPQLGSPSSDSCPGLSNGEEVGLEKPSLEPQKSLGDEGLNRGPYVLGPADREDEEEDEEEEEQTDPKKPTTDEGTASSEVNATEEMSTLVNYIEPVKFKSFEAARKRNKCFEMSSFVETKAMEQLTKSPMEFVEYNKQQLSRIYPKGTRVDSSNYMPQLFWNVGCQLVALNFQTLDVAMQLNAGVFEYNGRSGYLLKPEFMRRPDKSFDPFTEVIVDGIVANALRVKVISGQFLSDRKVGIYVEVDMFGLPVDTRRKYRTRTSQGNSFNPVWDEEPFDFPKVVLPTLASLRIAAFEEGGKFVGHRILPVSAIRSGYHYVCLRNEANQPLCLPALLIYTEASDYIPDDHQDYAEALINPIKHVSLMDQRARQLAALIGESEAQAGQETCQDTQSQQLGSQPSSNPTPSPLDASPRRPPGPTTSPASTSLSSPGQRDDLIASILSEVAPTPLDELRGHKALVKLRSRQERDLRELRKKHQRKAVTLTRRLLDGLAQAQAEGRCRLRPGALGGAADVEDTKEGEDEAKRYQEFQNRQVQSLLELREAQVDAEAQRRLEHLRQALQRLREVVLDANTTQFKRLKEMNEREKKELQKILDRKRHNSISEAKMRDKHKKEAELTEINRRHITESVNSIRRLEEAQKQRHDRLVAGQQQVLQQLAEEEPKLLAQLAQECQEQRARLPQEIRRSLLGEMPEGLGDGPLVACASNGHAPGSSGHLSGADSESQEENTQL
PLC-gamma1 inh = inhibitors of human phospholipase C gamma1; AID 720700; purified PLC-gamma1, fluorogenic substrate, fluorescence; P19174; inhibition, % at 12.2 µM; actives 0.84% (n = 370,000); in the data active = inhibition above about 9.5%
hcDAF12 agonist = H. contortus DAF-12 activation, primary screen; HEK293 hcDAF-12 lit1-tk-luc reporter, luminescence; 0% DMSO, 100% Δ7-dafachronic acid; activation, % at 6.8 µM; actives 1.4% (n = 370,000); AID 652067;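 active = activation above the mean of all tested compounds plus 3 SD, cut at about 5.5% in these data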;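 also: 100% = response to 3 µM Δ7-dafachronic acid high control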
ADAM17 inh = ADAM17 inhibition, QFRET primary screen | P78536 | recombinant ADAM17, EDANS/DABCYL FRET peptide cleavage | inhibition, % at 6.95 µM | actives 0.83% (n = 370,000) | AID 720648;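 active = inhibition above the mean of compounds lying between control limits plus 3 SD, set per campaign, cut at about 8.5% in these data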;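 also: 0% = DMSO-only wells as the low control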
DAX1 inh-1 = inhibits human nuclear receptor DAX1; inhibition, % at 6.75 µM; actives 0.99% (n = 340,000); AID 504766; HEK293 Gal4-DAX1 luciferase reporter, luminescence; P51843;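 active = inhibition above the mean over all tested compounds plus 3 SD, cut at about 4.2% in these data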;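 also: 0% = DAX1-transfected cells with DMSO and 100% = empty-vector control cells with DMSO; inhibition shows as a rise in luminescence from relieved DAX1 repression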
hgDAF-12 ag = agonists of H. glycines DAF-12 nuclear receptor; actives 1.8% (n = 370,000); AID 687014; HEK293 GAL4-hgDAF12 UAS-luciferase reporter, agonist luminescence; normalized to butyrate control; activation, % at 6.8 µM;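 active = activation above a cutoff set at the mean of all screened compounds plus 3 SD, cut at about 10% in these data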;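 also: 0% = DMSO wells and 100% = sodium butyrate wells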
ssDAF-12 act = activates DAF-12 receptor from parasite S. stercoralis; HEK293 ssDAF-12/GRIP1 lit1-tk-luc reporter, luminescence; % of 3 µM dafachronic acid response; activation, % at 6.8 µM; actives 1% (n = 370,000);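 active = activation above the mean over all tested compounds plus 3 SD, cut at about 0.9% in these data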;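 also: 0% = DMSO-only wells and 100% = 3 µM delta7-dafachronic acid wells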
ADAM10 inh = ADAM10 inhibition, QFRET primary screen | O14672 | recombinant ADAM10, EDANS/DABCYL FRET peptide cleavage, 3 h | inhibition, % at 7 µM | actives 0.62% (n = 370,000) | AID 720582;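 active = inhibition above a per-campaign cutoff equal to the mean of compounds falling between control-based bounds plus 3 SD, cut at about 20% in these data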;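 also: 0% = DMSO wells while the 100% control is not disclosed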
FXN GAA850 act = activators of GAA850 frataxin (FXN) promoter; HEK293 lucGAA850 FXN promoter luciferase reporter, 24 h; percent of 10 µM SAHA response; activation, % at 6 µM; actives 0.56% (n = 360,000); AID 540364;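 active = activation above the average of all compounds screened plus 3 SD, cutoff fixed separately per campaign, cut at about 7.5% in these data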;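 also: 0% = DMSO wells and 100% = 10 µM SAHA wells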
DAX1 inh-2 = inhibitors of DAX1 repression of SF-1 activated StAR promoter; HEK293T StAR-luciferase reporter, SF-1/DAX-1 repression relief; actives 1.1% (n = 370,000); inhibition, % at 6.8 µM; AID 652010;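 active = inhibition above the mean over all tested compounds plus 3 SD, cut at about 3.6% in these data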;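 also: 0% = DAX-1 cells with DMSO and 100% = cells lacking DAX-1 with DMSO; higher inhibition means more luminescence from relief of DAX-1 repression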
sPLA2-III inh = Blocks human group III sPLA2 activity. actives 0.56% (n = 370,000). QFRET BODIPY PC-A2 liposome hydrolysis, fluorescence. Q9NZ20. AID 743126. inhibition, % at 12.2 µM;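 active = inhibition above mean plus 3 SD of compounds lying within the high and low control bounds, cut at about 19% in these data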;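 also: 0% = median of test compound wells and 100% = no enzyme DMSO wells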
Starred values were filed as active, the others as inactive; i = inactive; · = no result given.

SMILES	PLC-beta3 inh	PLC-gamma1 inh	hcDAF12 agonist	ADAM17 inh	DAX1 inh-1	hgDAF-12 ag	ssDAF-12 act	ADAM10 inh	FXN GAA850 act	DAX1 inh-2	sPLA2-III inh
Cc1csc(NC(=O)CNS(=O)(=O)c2cccs2)n1	0	1	-1.8	-4	-0.3	-1.9	-0.8	-10	2.0	-1.4	-4
Cc1ccc(Cl)cc1N1CCN(C(=O)c2noc(C)c2[N+](=O)[O-])CC1	-6	3	-2.5	-4	-0.9	-1.7	-1.8	-4	-1.3	-1.5	-43
COc1ccc(CCN2CC(C(=O)NCc3cnn(C)c3)CCC2=O)cc1 (stereo not given)	4	3	-0.9	-4	1.1	0.0	-1.5	-5	-0.7	1.3	-4
COc1ccc(C(=O)NCc2nnc(SCC(=O)N3CCc4ccccc43)n2C2CCCCC2)cc1	2	3	-2.5	1	0.7	1.2	-1.2	3	1.4	0.3	1
CC(Cc1cccs1)NC(=S)Nc1ccc(F)cc1 (stereo not given)	2	5	-1.2	2	0.0	0.2	-1.1	5	-0.5	-0.6	5
Cc1cc(C)cc(OCc2ccc(C(=O)NN)o2)c1	-9	-3	-1.9	-5	-0.6	0.7	-1.6	8	0.0	-0.5	0
Cc1ccc2nc(N3C(=O)CNC3=S)sc2c1	-9	-5	3.9	-6	·	5.6	-0.3	-9	3.8	2.0	-18
N#C/C(=C/Nc1ccccc1F)S(=O)(=O)c1ccc(Cl)cc1	-5	-3	0.8	-3	1.1	-0.5	-1.3	-7	0.7	0.0	-24
O=C(CNc1ccc2ccccc2c1)NNC1=NCCC1	-5	-4	0.5	-31	-0.8	1.6	0.0	-91	-0.7	0.3	-2
O=C(CN1C(=O)C2CCCCC2C1=O)OCC(=O)c1ccc(F)cc1 (stereo not given)	-7	3	-0.8	-3	0.4	0.8	-0.8	-8	1.5	0.3	7
CC1CCCCN1C(=O)CN1CCN(S(=O)(=O)c2ccc(Br)cc2Cl)CC1 (stereo not given)	-3	4	-0.1	-1	-0.6	-2.3	-1.2	-11	-1.2	-1.6	2
CC(=O)c1ccc(N(C(=O)Cn2nnc3ccccc32)C(C(=O)NCc2ccccc2)c2ccccn2)cc1 (stereo not given)	-2	2	-0.3	0	-0.7	4.9	0.5	5	2.7	1.2	-2
Cc1ccc(C(=O)N(CN2CCCC2=O)c2ccc(F)cc2)cc1C	2	2	1.8	-1	0.1	1.2	-0.9	-3	-1.3	-0.8	-3
CC(C)(C)c1cc(NC(=O)CCl)n(-c2ccccc2)n1	-1	1	-1.1	0	-1.7	-3.4	-0.5	-3	-0.7	-1.8	0
C(=N\Nc1nc(N2CCCCCC2)nc(N2CCCCCC2)n1)/c1ccccc1	2	-2	-1.0	1	-0.6	-0.1	-0.9	8	2.4	-0.2	3
COc1ccc(OCCC(=O)NCCN2CCOCC2)cc1	4	0	-0.3	2	0.3	-0.8	-0.4	-3	2.8	-0.1	3
COc1ccccc1-c1noc(CCC(=O)Nc2cccc(C(F)(F)F)c2)n1	4	4	-2.7	7	1.1	-7.6	-2.1	17	0.3	-1.4	-56
O=[N+]([O-])c1ccc(C=Nc2ccc(Cl)c([N+](=O)[O-])c2)s1	0	1	-1.5	-3	-0.9	-4.0	-1.2	-6	4.0	0.4	0
CCN(CC(=O)Nc1c(F)cccc1F)C(=O)C1CCN(C(=O)c2ccc(Cl)cc2)CC1	-7	2	-0.3	-1	1.4	-0.7	-1.1	0	0.9	0.1	2
CC1=C(C(=O)Nc2cc(C(=O)NCCC(C)C)ccc2C)SCCO1	-3	1	-0.7	2	-0.2	-0.7	-0.9	5	0.3	0.6	7
Cc1ccc(C2=NOC(C)(c3nnc(-c4cccc(Cl)c4)o3)C2)cc1 (stereo not given)	-4	5	-2.4	-1	-0.3	1.2	-1.4	4	0.2	0.1	2
CCOc1cc(/C=N\NC(=O)c2ccc(C)nc2)ccc1OC(=O)c1ccc(F)cc1	-10	0	-1.5	-4	0.6	-0.7	-0.9	8	-0.1	-0.3	4
CCC(=O)NNC(=O)CCC(=O)Nc1cccc(Cl)c1C	-1	-2	-1.5	-2	0.5	2.6	-0.9	-5	-0.9	-0.2	0
COc1ccc(NC(=O)CN(C)C(=O)c2sc3cc(Cl)ccc3c2Cl)cc1	-4	2	-1.6	4	-0.5	-1.2	-1.2	5	-0.2	0.1	-15
CCc1ccccc1N1C(=O)CC(Sc2nccc(C)n2)C1=O (stereo not given)	-7	6	-2.1	-1	-0.8	-2.9	-0.9	-5	-0.4	-0.2	9

More compounds.
SMILES	PLC-beta3 inh	PLC-gamma1 inh	hcDAF12 agonist	ADAM17 inh	DAX1 inh-1	hgDAF-12 ag	ssDAF-12 act	ADAM10 inh	FXN GAA850 act	DAX1 inh-2	sPLA2-III inh
CCS(=O)(=O)NC(=O)C1(C)CCN1C(=O)C1(c2ccc(Cl)cc2)CC1 (stereo not given)	2	0	0.3	-4	·	1.7	-1.4	-5	1.9	1.1	1
C=CCn1c(=N)c(C(=O)NCCCOC)cc2c(=O)n3ccccc3nc21	i	i	-1.1	i	0.3	-1.4	-0.1	i	0.1	0.1	4
Brc1cccc(OCCN2CCCCC2)c1	4	3	3.1	2	0.5	2.4	-1.2	6	1.6	-0.4	3
O=C(C[C@@H]1CC[C@@H](NC(=O)Nc2cccc(F)c2)[C@@H](CO)O1)NCC1CCCCC1	2	-4	0.2	-3	·	0.2	-1.1	-1	·	-1.1	-3
Cn1cc(C(=O)NC2CCCCCCC2)c(=O)c2cc(S(=O)(=O)N3CCCC3)ccc21	4	2	-1.1	-2	1.2	0.1	-1.7	-4	-0.1	-0.4	8
CCCNC(=O)c1ccc(-c2nn(C)c(=O)c3ccccc23)cc1	0	2	-1.0	1	0.1	-0.5	-0.2	10	1.4	-0.1	-2
CC[C@]1(C(=O)OC)[C@H]2C(=O)N(Cc3ccccc3)C(=O)[C@H]2[C@H]2CN=C(SCc3ccc(C(=O)OC)cc3)N21	-1	2	-0.5	-1	0.0	-4.2	-0.6	-5	9.5*	0.8	-4
COc1ccc(C(=O)Cn2ccsc2=NC(C)=O)cc1	1	2	-0.2	1	-1.7	1.1	-1.3	0	0.8	0.0	-2
CCOC(=O)c1ccc(N=Nc2c(C)[nH]n(-c3ccccc3)c2=O)cc1	-2	3	3.2	-1	1.8	-0.5	-1.6	-1	0.9	0.3	-4
CCOC(=O)/C=C1\SCC(=O)N1CCOc1cccc(Br)c1	3	7	-2.4	3	-0.6	0.4	-0.9	6	2.3	-1.0	-17
CCCCOC(=O)Nc1ccc(N(C)C)cc1	-1	6	7.2*	-2	1.5	11*	0.6	14	2.9	4.4*	16
O=C(Nc1cccc(C(=O)N2CCOCC2)c1)c1ccccc1Br	-3	-2	0.2	-1	-0.5	-2.4	-1.1	-3	1.3	-0.7	-1
CCOc1ccc(/C=C2\CCC(C3CCCC3)C2=O)cc1 (stereo not given)	-6	9.9*	2.4	-6	0.1	3.9	-1.1	2	3.4	0.1	17
CCOC(=O)N1CCN(c2nc(-c3cccs3)cc(C(F)(F)F)n2)CC1	0	1	-1.2	-3	-2.0	-2.6	-1.6	0	-0.2	-0.4	2
Cc1ccc(NS(=O)(=O)c2cccc(C(=O)NNC(=O)NC3CCCCC3)c2)c(C)c1	3	5	1.7	2	-0.7	3.7	-1.9	7	2.9	-0.8	-34
CCOC(=O)CC[C@@H]1CC[C@]2(CCCN(C(=O)C3CCCC3)C2)O1	-2	-1	2.2	-1	·	3.3	-0.7	-4	·	0.3	0
CC1(C(=O)Nc2nccs2)Cc2ccccc2C(=O)O1 (stereo not given)	-14	4	-1.1	-8	0.9	0.4	-1.6	1	0.0	-0.1	-2
CN(C)c1ccc(NC(=O)COC(=O)Cn2nnc3ccccc32)cc1	0	-3	0.8	0	0.5	2.0	-0.2	2	1.9	-0.1	0
CCc1ccc(OCC(=O)OCC(=O)c2c(N)n(C)c(=O)n(C)c2=O)cc1	-3	-1	-0.8	-4	-1.0	-0.8	-1.1	-3	1.2	-0.3	-8
COc1cccc(C(O)c2cnc(C(C)C)n2C)c1 (stereo not given)	-5	1	-1.2	-4	-0.7	-2.5	-0.4	-4	0.5	0.1	2
CCOC(=O)CC1(CCc2ccccc2)Oc2ccccc2N1S(=O)(=O)c1ccc(C)cc1 (stereo not given)	5	12*	0.4	7	·	1.1	-0.7	1	·	0.7	10
Cc1cccc(-c2cc(C(=O)Nc3c(C)n(C)n(-c4ccccc4)c3=O)c3ccccc3n2)c1	-8	4	-1.5	-3	-1.3	-0.2	-1.1	-12	-3.8	-3.0	8
O=C(CSc1n[nH]c(-c2ccccc2Cl)n1)NCc1cccc(C(=O)O)c1	8	2	-0.6	-2	0.3	3.1	-0.8	-7	-0.1	0.6	-5
CC(=O)Nc1ccc(S(=O)(=O)N2CCC(C(=O)NC3CCCC3)CC2)cc1	-2	1	0.5	-6	1.4	0.2	-0.5	-1	0.8	-0.1	-2
CNC(=O)c1ccc(NC(=O)CN2c3cccc4cccc(c34)S2(=O)=O)cc1	-328	-336	0.6	-87	0.4	-1.8	-1.3	-248	2.0	-0.9	-6

The last 2 entries of the section above open the next one.
SMILES	PLC-beta3 inh	PLC-gamma1 inh	hcDAF12 agonist	ADAM17 inh	DAX1 inh-1	hgDAF-12 ag	ssDAF-12 act	ADAM10 inh	FXN GAA850 act	DAX1 inh-2	sPLA2-III inh
CC(=O)Nc1ccc(S(=O)(=O)N2CCC(C(=O)NC3CCCC3)CC2)cc1	-2	1	0.5	-6	1.4	0.2	-0.5	-1	0.8	-0.1	-2
CNC(=O)c1ccc(NC(=O)CN2c3cccc4cccc(c34)S2(=O)=O)cc1	-328	-336	0.6	-87	0.4	-1.8	-1.3	-248	2.0	-0.9	-6
Cc1cc2oc(=O)cc(CN3CCOCC3)c2cc1O	-11	-10	-0.6	-4	0.9	0.8	-1.3	-8	-0.3	0.1	0
COc1ccc(Cl)cc1NC(=O)CN(C)C(=O)c1cccc(S(=O)(=O)N2CCN(C)CC2)c1	-4	-2	0.1	-5	1.0	-1.0	-1.1	-4	-0.2	-0.1	-6
CCCCSCCCNC(=O)c1ccc(CS(=O)(=O)c2ccc(OC)cc2)o1	-1	2	-1.0	1	-1.0	-2.8	-1.3	6	-0.4	-0.8	-6
CCN(c1ccccc1)c1nc2nonc2nc1NCCO	0	1	0.6	1	2.1	-0.2	-1.5	1	1.1	0.3	-2
C/C(=N\NC(=O)c1nnn(-c2nonc2N)c1CN(C)c1ccccc1)c1cccs1	-15	-3	-2.3	1	0.0	1.6	-1.2	3	-1.2	0.1	-9
CCn1cc(-c2n[nH]c(=S)n2-c2ccc(C)cc2Br)c(=O)c2ccc(C)nc21	-6	-2	-1.1	0	0.9	1.1	-0.6	-7	0.4	0.2	-2
Cc1nc(N2CCN(c3ccccn3)CC2)c2c(C)c(C(=O)Nc3ccc(Cl)cc3)sc2n1	-6	0	-0.8	0	-0.2	0.3	-0.8	-12	0.8	-1.2	0
CCOC(=O)C1(Cc2ccc(OC)cc2)CCN(C(=O)CC2CCC(=O)N2)CC1 (stereo not given)	3	1	-0.6	-1	1.1	-0.7	-1.3	-8	4.2	1.3	9
O=c1[nH]n(-c2ccc([N+](=O)[O-])cc2)c(=O)c2ccccc12	-5	4	1.7	1	0.2	-2.8	-1.7	12	0.9	0.1	6
